Bioassay records deposited in PubChem BioAssay by several laboratories.
APP 5UTR inh: APP translation inhibition; SH-SY5Y APP 5'UTR-luciferase reporter, luminescence; inhibition, % at 2 µM; actives 0.82% (n = 190,000); AID 1285;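 active = inhibition above a set limit, derived from the sample mean plus 3 SD, cut at about 45% in these data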; also: values of inactives mirror those of a sister screen read the other way
STAT3 act: increases IL-6 driven STAT3 reporter signal; activation (% of control), % at 5.6 µM; U3A cells, IL-6 STAT3-luciferase reporter, luminescence; 100% = signal with IL-6 EC80 alone; actives 0.91% (n = 190,000); AID 871;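 active = activation above the screen-wide mean of compound activation plus 3 SD, cut at about 130% in these data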;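 also: 0% = background luminescence of wells with medium and substrate only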
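Test system: Human STAT1-deficient U3A cells with stable STAT3-luciferase reporter | Also added: Interleukin-6, 33 ng/mL | Timing: Compound pre-incubation 1 h before IL-6, then 6 h stimulation at 37 °C | Technique: Luciferase reporter luminescence | Read-out: Percent of IL-6-only median luminescence | Benchmarks: IL-6-only wells as 100% reference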
STAT1 inh: reduces IFN-gamma driven STAT1 reporter signal; inhibition, % at 5.5 µM; actives 0.35% (n = 200,000); NIH 3T3 STAT1-luciferase reporter, luminescence;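 active = inhibition above a set limit, the mean inhibition across all tested compounds plus 3 SD, cut at about 34% in these data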;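 also: 0% = IFN-gamma with DMSO and 100% = IFN-gamma with 300 µM nifuroxazide; values of inactives mirror those of a sister screen read the other way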
G6PDH CS: inhibits Leuconostoc G6PDH, flagging false hits in G6PDH-based assays; Purified L. mesenteroides G6PDH, diaphorase/resazurin coupled fluorescence, 45 min; inhibition, % at 5 µM; actives 0.12% (n = 200,000); in the data active = inhibition above about 50%
Diaph act CS: counter-screen for diaphorase-based assays: diaphorase activators and chemical reducers; Diaphorase/resazurin coupled assay, resorufin fluorescence, 16 min; stronger effect = higher value; 1 = vehicle wells, 0 = NADH-free wells; activation factor at 20 µM; actives 0.005% (n = 190,000); AID 1229;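 active = diaphorase activity raised at least twofold by the compound at 20 µM; inactive = activation factor below 2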
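Assay system: bacterial diaphorase enzyme (C. kluyveri) / Input: enzyme 0.07 U/mL final / Medium: 50 mM HEPES pH 7.4 with 4.542 mM MgCl2, 0.005% Tween 20 / Doses: single compound dose of 20 µM, 1% DMSO final / Incubation: 16 min enzyme reaction, ambient temperature / Signal: fluorescence, excitation 544 nm and emission 590 nm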
TLR4-MyD88 BLA: blocks binding of human TLR4 to MyD88 | O00206+Q99836 | inhibition, % at 8.4 µM | HeLa CL3-4 TLR4/MyD88 BLA complementation, FRET ratio | actives 0.18% (n = 200,000); in the data active = inhibition above about 25%;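 also: 0% = vehicle and 100% = reference inhibitor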
Target sequence (O00206 whole entry, looked up): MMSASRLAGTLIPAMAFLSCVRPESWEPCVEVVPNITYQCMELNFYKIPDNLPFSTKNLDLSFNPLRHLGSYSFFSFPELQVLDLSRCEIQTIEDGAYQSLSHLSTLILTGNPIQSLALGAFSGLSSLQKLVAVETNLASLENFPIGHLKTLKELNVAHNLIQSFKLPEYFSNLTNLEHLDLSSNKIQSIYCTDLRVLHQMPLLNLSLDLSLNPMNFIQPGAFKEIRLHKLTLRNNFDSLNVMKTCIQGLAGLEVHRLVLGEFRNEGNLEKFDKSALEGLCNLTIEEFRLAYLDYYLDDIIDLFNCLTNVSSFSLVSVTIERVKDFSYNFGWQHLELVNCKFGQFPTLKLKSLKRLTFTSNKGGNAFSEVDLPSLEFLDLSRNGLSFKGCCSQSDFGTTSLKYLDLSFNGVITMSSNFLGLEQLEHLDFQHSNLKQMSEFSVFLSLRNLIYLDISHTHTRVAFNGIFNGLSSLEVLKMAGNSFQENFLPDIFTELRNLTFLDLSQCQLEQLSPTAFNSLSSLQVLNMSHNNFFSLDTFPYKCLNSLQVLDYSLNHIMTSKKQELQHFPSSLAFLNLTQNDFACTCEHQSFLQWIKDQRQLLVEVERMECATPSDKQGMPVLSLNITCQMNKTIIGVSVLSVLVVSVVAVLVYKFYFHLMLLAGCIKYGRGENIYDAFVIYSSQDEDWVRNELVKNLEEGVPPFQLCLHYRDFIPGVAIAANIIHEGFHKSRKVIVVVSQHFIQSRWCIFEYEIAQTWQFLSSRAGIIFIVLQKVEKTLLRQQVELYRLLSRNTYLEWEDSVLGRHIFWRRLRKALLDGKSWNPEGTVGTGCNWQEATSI
Target sequence (Q99836 whole entry, looked up): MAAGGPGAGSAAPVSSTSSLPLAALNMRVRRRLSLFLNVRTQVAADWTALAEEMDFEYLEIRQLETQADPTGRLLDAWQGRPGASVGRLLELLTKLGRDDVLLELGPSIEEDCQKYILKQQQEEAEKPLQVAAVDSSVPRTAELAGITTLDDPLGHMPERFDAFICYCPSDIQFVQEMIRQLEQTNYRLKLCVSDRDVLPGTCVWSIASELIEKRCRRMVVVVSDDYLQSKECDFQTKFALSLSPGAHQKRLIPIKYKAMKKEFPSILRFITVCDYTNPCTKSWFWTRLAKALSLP
Hsp70 activator: transcriptional activators of Hsp70 | HeLa Hsp70 promoter luciferase reporter, luminescence; scaled: vehicle 0, proteasome-inhibitor control 100% | actives 0.04% (n = 200,000) | activation, % at 10 µM | AID 1203;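 active = activation above the mean across all tested compounds plus 3 SD, cutoff set per campaign, cut at about 5.5% in these data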;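 also: 100% = MG132 at 30 µM as the positive control and 0% = DMSO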
Diaph inh CS: counter-screen for diaphorase-based assays: diaphorase inhibitors and chemical oxidizers; inhibition, % at 20 µM; actives 0.69% (n = 190,000); AID 1217; diaphorase resazurin-to-resorufin fluorescence, NADH, 16 min; bacterial (C. kluyveri) enzyme, not human;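 active = primary screen inhibition at 20 µM above a set limit, cut at about 50% in these data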;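 also: plate controls were DMSO with full reaction for no effect and wells lacking NADH for full effect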
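Assay system: diaphorase enzyme from Clostridium kluyveri; Input: enzyme working solution with 0.14 U/mL diaphorase; Timing: 16 min at room temperature; Technique: resorufin fluorescence, excitation 544 nm, emission 590 nm; Benchmarks: positive control minus NADH, DMSO neutral control.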
STAT3 blocker: inhibitors of IL-6 induced STAT3 signaling; actives 0.89% (n = 190,000); U3A cells, IL-6 STAT3-luciferase reporter, luminescence; host cell line lacks STAT1; inhibition, % at 5.5 µM;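 active = inhibition above the mean inhibition across all screened compounds plus 3 SD, cut at about 44% in these data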;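 also: 0% = DMSO only wells and 100% = 100 µM nifuroxazide control wells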
STAT1 act: activators of IFN-gamma induced STAT1 signaling; NIH 3T3 STAT1-luciferase reporter, luminescence; 100% = IFN-gamma alone, no compound; activation (% of control), % at 5.5 µM; actives 2.6% (n = 200,000);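 active = activation above the screen-wide mean activation plus 3 SD, cut at about 130% in these data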;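 also: raw ratio to IFN-gamma control signal so 100% means no change and 0% no light; values of inactives mirror those of a sister screen read the other way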
Starred values were filed as active, the others as inactive; · = not tested or not shown. Not a hit list (roughly 6.1% active in at least one column).

Structure,APP 5UTR inh,STAT3 act,STAT1 inh,G6PDH CS,Diaph act CS,TLR4-MyD88 BLA,Hsp70 activator,Diaph inh CS,STAT3 blocker,STAT1 act
COC(=O)c1ccc2c(=O)n(CCCCCC(=O)NC(C)C)c(=O)[nH]c2c1,-7,97,-5,1,0.9,5,-0.4,6,7,104
N#CCSc1nc2c(c(=O)n1Cc1ccccc1)C1(CCCC1)Cc1ccccc1-2,-9,98,-9,-1,0.8,3,0.6,21,4,108
N#Cc1ccccc1CSC1=NCCS1,-2,97,-8,8,0.7,-9,-0.3,29,6,106
CCN(CC)S(=O)(=O)c1ccc(N/N=C(\C)c2ccc3c(c2)OCO3)c([N+](=O)[O-])c1,1,103,12,14,1,-6,-0.4,-1,-2,89
Cc1[nH]c2ccccc2c1/C=N/Nc1ccc(F)cc1F,-17,155*,-14,-16,0.8,-12,0.0,15,-59,113
CC1CCCC(NC(=O)Cn2cc3c(n2)CCCCC3)C1C (configuration not stated),4,99,2,12,1,11,-0.2,5,6,98
COc1ccc(NC(=O)c2cccc(NC(=O)c3ccco3)c2)c(OC)c1,0,83,7,-2,0.9,14,-0.1,9,25,93
O=C(NC1CCCCC1)N(C1=NCCCCC1)c1ccc(Br)cc1,-39,107,-8,-3,1,-4,-0.4,1,-2,107
COc1ccccc1N1CCN(C(=O)CCCCCn2c(=O)[nH]c3ccsc3c2=O)CC1,-8,95,-3,-2,1,-3,-0.3,5,13,102
O=C(C1=C[C@@H](c2ccc(C(F)(F)F)cc2)C[C@@H](OCc2ccc(CO)cc2)O1)N1CCN(Cc2ccccc2)CC1,2,·,7,8,0.6,-1,-0.3,38,·,95
COCC(C)NC(=O)CSc1nc2nn(-c3ccccc3)c(=O)c-2c2n1CCCCC2 (configuration not stated),-16,99,8,5,0.9,-1,-0.4,12,3,92
O=c1[nH]c2cc(NCCO)c([N+](=O)[O-])cc2[nH]1,5,103,-4,4,1,0,0.0,1,0,102
O=C(C1=C[C@H](c2coc3ccccc3c2=O)C[C@H](OCc2ccc(CO)cc2)O1)N1CCN(Cc2ccc3c(c2)OCO3)CC1,-6,·,-5,7,0.8,-2,0.1,25,·,106
COc1ccc(CCN2CC(C#N)=C3c4cc(OC)c(OC)cc4CCN3C2)cc1OC,-6,98,17,4,0.7,-7,-0.1,26,11,84
O=C(CCC(=O)c1cccs1)Nc1ccc(F)c(F)c1F,-6,102,-5,5,1.1,3,-0.5,-6,-2,105
CCC1CCC(c2nnc(-c3ccc(Br)cc3)o2)CC1 (configuration not stated),-6,108,7,0,0.9,3,-0.1,8,-12,93
CCOC(=O)c1nn(-c2ccc(C)cc2)c(=O)c2c(N)scc12,-11,99,-2,34,0.7,-5,-0.3,28,5,104
COCCn1c(-c2ccc(Br)cc2)csc1=Nc1cccnc1,33,83,14,12,0.8,2,-0.5,17,24,86
Cn1c(SCc2ccccc2)nnc1-c1ccncc1,-7,93,1,26,0.9,-9,-0.1,6,9,99
C=CCn1c(COc2ccc(F)cc2)nnc1SCC(=O)NC(=O)NCc1ccco1,3,105,-7,10,0.9,-6,0.0,6,-2,108
CCC(=O)Nc1cc2c(C)cc(=O)oc2cc1C,9,107,17,4,1,2,-0.5,-4,0,84
COCCn1c(SCC(=O)Nc2nnc(C)s2)nnc1-c1ccco1,-14,93,1,4,1,-5,-0.2,1,11,97
COc1ccc(CC(=O)Nc2ccc(-c3cn4ccccc4n3)cc2)cc1,58*,91,-30,6,0.9,1,0.7,13,16,128
OC(Cn1cncn1)(c1ccccc1)c1ccccc1,1,107,-6,3,0.8,5,-0.2,17,-8,105
Cc1cccc(NC(=O)c2ccc(N(C)C3CCCCC3)c([N+](=O)[O-])c2)n1,-30,101,-12,-7,0.8,-10,-0.1,17,4,110
O=C(CSc1nnc2ccccn12)NCCc1ccc(Cl)cc1,-67,100,-1,1,1.1,-2,-0.1,-10,8,100
CCOc1ccccc1-c1nc(CN(Cc2cnn(C)c2)C(C)C)c(C)o1,-15,104,0,8,0.9,-6,-0.2,12,0,99
CCOC(=O)C1CCN(C(=O)c2cccnc2)CC1,4,94,-10,3,0.8,4,0.0,16,10,109
CCCCC(C(=O)NC(=O)NCc1ccccc1)N1C(=O)c2ccccc2C1=O (configuration not stated),-19,104,6,-4,0.9,-4,-0.6,13,3,94
Cc1ccc([N+](=O)[O-])cc1N(CC(=O)NC1CCCC1)S(C)(=O)=O,0,104,0,13,1,13,0.0,-1,0,97
O=C1COc2ccc(C(=O)c3ccccc3)cc2CN1,2,98,1,0,0.9,7,-0.5,12,6,102
COc1ccc(-n2c(O)c(/C=N/NS(=O)(=O)c3cc(C)ccc3C)c3ccccc3c2=O)cc1OC,-3,92,4,4,0.6,12,-0.4,42,12,96
Cc1ccc(NC(=O)N2CCC(c3nc4c(nnn4Cc4c(F)cccc4Cl)c(=O)[nH]3)CC2)cc1,-6,105,2,0,0.8,-6,-0.3,22,0,98
CCCC(=O)Nc1ccccc1N1CCN(C(=O)C(C)C)CC1,6,105,5,8,1,-3,0.0,2,-4,95
C=C(C)CNC(=S)N/N=C/c1ccc(NC(C)=O)cc1,12,91,8,-1,0.9,-10,0.6,14,17,91
O=C(NNc1nc2ccccc2nc1C(F)(F)F)c1ccccc1,-9,96,4,5,1.1,-8,0.0,-10,13,99
COc1cccc(C(=O)NNC(=O)c2sccc2-n2cccc2)c1,0,91,-2,2,1.1,0,0.0,-5,14,100
COc1ccc(C2CC(=O)NC3=C2C(=O)CCC3)cc1Cl (configuration not stated),-6,96,-6,5,1.1,9,3.5,-11,14,105
CC(Oc1ccc(Cl)cc1Cl)C(=O)NN=C1CCN(C)CC1 (configuration not stated),-2,108,1,-5,0.9,-13,-0.1,8,-7,99
COc1ccc(OC)c(C2C(C#N)=C(N)Oc3cc(C)[nH]c(=O)c32)c1 (configuration not stated),-13,98,-9,1,1.1,-9,0.3,-6,6,108
CCCOC(=O)c1cccc(Nc2nc(-c3cccnc3)nc3ccccc23)c1,-11,132,-1,14,1,-7,-0.3,4,-35,101
COC(=O)c1cc(C(=O)NCCN2C(=O)S/C(=C\c3cccs3)C2=O)cc([N+](=O)[O-])c1,-6,101,-5,8,1,4,-0.4,3,2,105
COc1ccc(C2=CC(c3ccc(OC)c(OC)c3)n3nnnc3N2)c(OC)c1 (configuration not stated),-18,102,-3,3,0.9,4,-0.3,9,0,103
CC(C)CN(C)C(=O)CCc1nnc(Cc2cccc(C(F)(F)F)c2)o1,-66,102,-39,7,0.9,-21,0.1,14,2,133*
CC(=O)N1CCN(c2c(F)c(F)c(C(F)(F)F)c(F)c2F)CC1,5,91,10,0,1,3,-0.4,-1,14,89
CCN(Cc1ccccc1)S(=O)(=O)c1ccc(C(=O)N2CCN(c3nc4ccccc4s3)CC2)cc1,8,102,3,-1,0.8,-19,-0.3,16,-5,99
CCOC(=O)CCC(=O)Nc1ccccc1C(N)=O,-11,100,8,4,1,1,0.0,3,2,92
COc1cc2[nH]c(=S)nc(NCc3cccs3)c2cc1OC,-10,116,11,-5,0.7,-17,0.1,34,-13,88
O=C(Nc1ccccc1)c1cnc2ccccc2n1,-51,105,-16,9,0.9,22,-0.3,7,-9,118
Cc1c(C(=O)NCc2ccc3c(c2)cc(C)n3C)cccc1[N+](=O)[O-],-9,101,-9,17,0.9,14,0.0,15,-2,108

Additional structures follow:
Structure,APP 5UTR inh,STAT3 act,STAT1 inh,G6PDH CS,Diaph act CS,TLR4-MyD88 BLA,Hsp70 activator,Diaph inh CS,STAT3 blocker,STAT1 act
O=C(OCCN1C(=O)c2ccccc2C1=O)c1ccccc1,-22,81,-7,2,1,-7,-0.1,2,26,105
CCCn1c(-c2ccc(OC)cc2)nc2c(=O)n(C)c(=O)[nH]c21,10,97,5,4,1,-8,-0.2,0,5,95
CCC(C)N=C1SCC(C)(/C=N/O)S1 (configuration not stated),-5,99,-3,10,0.9,2,-0.3,6,5,102
CC(=O)Nc1ccc(NC(=S)NC(=O)c2cc3ccccc3o2)cc1,-5,93,-2,-2,0.9,-8,-0.1,11,8,102
Nc1ccc(C(=O)OCc2csc(-c3ccccc3)n2)cc1[N+](=O)[O-],10,91,-7,8,1,-9,-0.4,-2,14,106
C=CCN(CC=C)S(=O)(=O)c1ccc(C(=O)Nc2sc3c(c2C(N)=O)CCCCC3)cc1,12,98,11,26,0.9,4,-0.3,12,6,90
COc1ccc2c(c1)[nH]c1c(=O)n(N)cnc12,-4,119,10,-12,0.9,16,-0.1,6,-18,91
CCCOc1cc(N(CC)CC)ccc1/C=C(/C#N)c1nc2ccc(C)cc2[nH]1,-7,95,8,-1,0.9,23,0.3,6,13,93
CCN(CC)C(=S)SCC(=O)c1ccc(F)cc1,-77,113,-36,3,0.9,0,0.3,9,-4,133*
CC(NC(=O)C1CCCN(S(=O)(=O)c2cccc3nonc23)C1)c1ccccc1 (configuration not stated),-8,105,3,0,0.8,3,0.1,16,-9,97
CC1CC1C(=O)OCC(=O)NCc1ccc(Cl)cc1 (configuration not stated),14,96,2,14,1,-5,-0.4,4,5,99
COc1ccc(CCNC(=S)N2CCC(C(=O)c3ccc(F)cc3)CC2)cc1OC,48*,79,3,-3,0.8,-11,-0.3,17,31,97
N=c1n(CCO)c2ccccc2n1CCN1CCCCC1,1,97,-4,12,1.2,2,-0.1,-16,7,103
Cc1[nH]c2ccccc2c1C(=O)COC(=O)c1ccc2c(=O)n3c(nc2c1)CCC3,2,107,15,2,0.9,-7,0.2,10,-2,87
CCc1ccc(-c2cc(C(=O)Nn3cnnc3)c3ccccc3n2)cc1,-60,32,64*,8,1,-6,-0.7,0,82*,41
O=C1CCC(=O)N1c1cccc(-c2nc3ccccc3o2)c1,0,·,·,9,0.8,·,·,20,·,·
CCCC(CCC(=O)Nc1cc([N+](=O)[O-])ccc1O)C(=O)O (configuration not stated),10,111,-2,2,1,3,-0.2,4,-7,103
Cc1cc(-c2nn(C)c(=O)c3ccccc23)ccc1CNC(=O)NC1CCCCC1,-1,102,9,9,1,2,-0.2,3,5,90
